Screens deposited in PubChem BioAssay by Sanford-Burnham Center for Chemical Genomics.
697 NFkB inh – lowers PMA/ionomycin-induced NF-kB signal in 697 B cells; 697 B-cell NF-kB luciferase reporter, 16 h; inhibition, % at 4 µM; actives 0.33% (n = 330,000); AID 435022; in the data active = inhibition above about 35%
APJ antagonist – APJ receptor antagonism. CHO-K1 APJ beta-arrestin complementation, luminescence. inhibition, % at 20 µM. actives 0.32% (n = 330,000). AID 2521;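 active = inhibition above about 40% at 20 µM, limit read from the data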;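 note: cells challenged with 10 nM apelin-13 agonist together with compound; plate controls were apelin-13 plus DMSO wells for no effect and DMSO wells lacking apelin-13 for full effect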
Mdm2 MdmX PPI – human Mdm2/MdmX binding inhibition; O15151+Q00987; inhibition, % at 8 µM; AID 485346; SaOS-2 split-luciferase Mdm2/MdmX complementation, luminescence; actives 3% (n = 330,000);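 active = inhibition of at least 50% at 8 µM in the primary screen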
Target sequence (O15151 whole entry, looked up): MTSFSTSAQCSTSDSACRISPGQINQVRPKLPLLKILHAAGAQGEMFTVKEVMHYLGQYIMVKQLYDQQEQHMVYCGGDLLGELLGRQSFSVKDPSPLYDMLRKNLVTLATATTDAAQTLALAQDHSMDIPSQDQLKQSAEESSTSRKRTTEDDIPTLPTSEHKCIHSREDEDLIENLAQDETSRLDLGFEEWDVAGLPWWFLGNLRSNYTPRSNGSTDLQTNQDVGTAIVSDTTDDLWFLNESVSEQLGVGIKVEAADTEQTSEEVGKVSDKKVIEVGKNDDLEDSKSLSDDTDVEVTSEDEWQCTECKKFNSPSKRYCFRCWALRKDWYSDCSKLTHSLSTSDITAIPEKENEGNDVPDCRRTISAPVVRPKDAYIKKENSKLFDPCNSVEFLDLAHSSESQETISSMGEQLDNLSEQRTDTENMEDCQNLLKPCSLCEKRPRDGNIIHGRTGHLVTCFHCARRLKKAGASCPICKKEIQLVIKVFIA
Target sequence (Q00987 whole entry, looked up): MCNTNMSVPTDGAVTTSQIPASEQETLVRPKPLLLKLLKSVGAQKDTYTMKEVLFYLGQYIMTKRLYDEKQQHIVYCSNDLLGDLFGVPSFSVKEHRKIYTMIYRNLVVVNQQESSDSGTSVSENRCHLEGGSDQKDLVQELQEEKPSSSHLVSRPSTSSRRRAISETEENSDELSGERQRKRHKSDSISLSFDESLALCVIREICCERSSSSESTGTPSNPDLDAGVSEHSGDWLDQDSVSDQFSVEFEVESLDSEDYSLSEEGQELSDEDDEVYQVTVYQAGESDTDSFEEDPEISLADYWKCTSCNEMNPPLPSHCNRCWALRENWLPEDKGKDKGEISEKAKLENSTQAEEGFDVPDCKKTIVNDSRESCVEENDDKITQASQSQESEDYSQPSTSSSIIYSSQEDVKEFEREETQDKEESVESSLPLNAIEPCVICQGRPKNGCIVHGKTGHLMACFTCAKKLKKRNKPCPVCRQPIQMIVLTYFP
APJ agonist – agonists of human APJ apelin receptor; P35414; CHO-K1 APJ PathHunter beta-arrestin, luminescence; 0% DMSO wells, 100% apelin; activation, % at 20 µM; actives 0.11% (n = 330,000);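 active = activation more than six SD over the plate average, tested at 20 µM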;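 note: 0% = DMSO alone and 100% = apelin-13 at 10 nM; some results filed as inactive read as strong as hits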
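Assay system: engineered CHO-K1 APJ arrestin reporter cells; Amount: 1000 CHO-K1 reporter cells seeded per well; Dosing: one dose, 20 µM compound, 1% DMSO; Times: compound stimulation 90 min at 25 °C, detection 60 min; Measured by: luminescent beta-gal fragment complementation, chemiluminescent substrate; Read-out: APJ–arrestin association signal; Controls: DMSO vs Apelin-13 10 nM.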
tim23-1 inh – growth inhibitors of tim23-1 mutant yeast. S. cerevisiae tim23-1 growth, BacTiter-Glo luminescence, 24 h. inhibition, % at 20 µM. actives 1.3% (n = 330,000). AID 463212;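 active = growth inhibition of the mutant yeast at or above 50%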;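 note: temperature-sensitive mutant grown at 25 °C; plate controls were DMSO-treated mutant yeast for no effect and medium wells lacking yeast for full effect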
UPR XBP1 act – activators of adaptive arm of unfolded protein response (XBP1); CHO-XBP1 luciferase reporter, IRE1-XBP1 UPR activation, luminescence; percent of tunicamycin response, DMSO as zero; activation, % at 20 µM; AID 463104; actives 0.33% (n = 330,000);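 active = versus positive control, 20 µM dose yields 30% or more activation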;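 note: 100% = tunicamycin at 10 µg/mL and 0% = DMSO only wells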
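Material: IRE1-XBP1 luciferase reporter CHO line / Quantity: one thousand reporter cells per well / Buffer or medium: F12 with 10% serum / Compound: 20 µM single concentration, DMSO 1% / Times: 6 h treatment, 37 °C / Detection: Steady-Glo luciferase glow luminescence, 10 min after reagent addition / Benchmarks: tunicamycin high, DMSO low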
UPR CHOP act – apoptotic UPR (CHOP) activation | CHO-CHOP luciferase reporter, luminescence; percent of tunicamycin response over DMSO baseline | activation, % at 10 µM | actives 0.34% (n = 330,000) | AID 449763;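 active = at 10 µM dose, activation of 40% or more, normalized to positive control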;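 note: 100% = tunicamycin at 10 µg/mL and 0% = DMSO alone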
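Test system: CHO CHOP reporter cells. Input: 500 CHO-CHOP cells per well. Medium: F12 with 10% FBS. Technique: luciferase luminescence. Measure: percent activation relative to tunicamycin control. Dosing: 10 µM compound, 0.5% DMSO. Timing: 16-18 h cell attachment, then 6 h compound exposure, 37 °C.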
Jurkat NFkB inh – inhibitors of the PMA/ionomycin-induced NF-kB reporter in Jurkat cells. PMA/ionomycin-induced NF-kB luciferase reporter, luminescence. inhibition, % at 4 µM. actives 0.53% (n = 330,000); in the data active = inhibition above about 50%
Active calls of the source: *.

Every second line gives: 697 NFkB inh | APJ antagonist | Mdm2 MdmX PPI | APJ agonist | tim23-1 inh | UPR XBP1 act | UPR CHOP act | Jurkat NFkB inh
COc1cc(C(=O)N/N=C/c2ccc(OC)c(CN3CCN(c4ccc(F)cc4)CC3)c2)ccc1O
    -10 | -4 | 20 | 0 | 9 | -3 | -2.0 | 5
OC(CNCCNc1ncccc1C(F)(F)F)COc1ccc(F)cc1 (stereo not drawn)
    -23 | -10 | -7 | 13 | 14 | 0 | 0.2 | -8
CCOc1ccc(NC(=O)N2CCC(n3nnc4ccccc43)CC2)cc1
    3 | 9 | -6 | -1 | 1 | 0 | 0.8 | -7
Cc1cc(C(=O)Nc2c(F)cc(F)cc2Br)no1
    5 | -8 | 17 | 2 | 16 | -1 | 1.8 | -1
CC(=O)c1cc(F)c(N2CCCC2)cc1C
    17 | -6 | 19 | -5 | 17 | -1 | -3.5 | -9
O=C(c1ccccc1)N1CCN(c2ncccn2)CC1
    2 | -8 | 14 | 0 | 5 | 2 | -1.7 | -4
Cc1ccc(S(=O)(=O)Cc2c(C)noc2C)cc1
    1 | -24 | -12 | -2 | 3 | -3 | 1.0 | -11
CCC(=O)Nc1nc(N)n(-c2ccccc2)n1
    0 | 5 | -9 | -3 | 5 | 4 | 0.8 | 2
CC(C)[C@H](N)c1nnc(SC/C=C/c2ccccc2)o1
    -17 | 9 | -24 | -4 | 2 | -2 | -0.9 | 3
CCOC(=O)c1ccc(NS(=O)(=O)c2c(N)[nH]c(=O)[nH]c2=O)cc1
    18 | -1 | 33 | -3 | -5 | 0 | -0.9 | 8
CSc1ncc(C(C)=O)c(C)n1
    0 | 6 | -8 | -1 | 2 | -1 | 0.8 | -5
O=C(NCCCN1CCCC1)c1ccc2c(c1)N(Cc1ccccc1)CCS2
    -25 | 8 | 24 | -4 | -5 | -1 | -1.2 | -10
C/C(CC(=O)Nc1ccc([N+](=O)[O-])cc1)=N/NC(=O)C1CC12CCC2 (stereo not drawn)
    -12 | -1 | -15 | 1 | 26 | -3 | -1.7 | -6
Cc1nn(CCc2nc(-c3ccco3)cs2)c2[nH]c(=O)cc(C(F)(F)F)c12
    -48 | 11 | 21 | -6 | 25 | 4 | 2.2 | -21
Cc1cccc(-n2c(SCC(=O)Nc3nonc3C)nnc2-c2ccoc2C)c1
    -13 | 1 | -18 | -2 | 9 | -2 | -0.5 | -5
Cc1ccc(NC(=O)Cc2ccc(-n3cccc3)cc2)c(C)c1
    -7 | 1 | -30 | -1 | -7 | 1 | -1.8 | -4
O=C(CCNS(=O)(=O)c1ccccc1)OCc1nnc(-c2ccccc2)o1
    -7 | 11 | 1 | 3 | 20 | 1 | 1.2 | -5
O=S(=O)(Nc1cccc(-n2cnnn2)c1)c1ccc(Cl)nc1
    15 | -39 | 31 | 1 | 9 | 0 | -2.1 | 17
Cc1nnc2n(-c3ccccc3)c(=O)c3ccccc3n12
    3 | 14 | 24 | -1 | 5 | -3 | 0.1 | 15
CCCc1ccc(-c2cc(C(=O)Nc3ccc([N+](=O)[O-])cn3)c3ccccc3n2)cc1
    -7 | 2 | 14 | -4 | 12 | 3 | 3.9 | -18
Cc1ccc(C(=O)NCC(=O)OC(C)C(=O)Nc2ccc(N(C)C)cc2)s1 (stereo not drawn)
    -22 | -20 | -4 | -2 | 6 | 5 | -0.9 | 1
O=C(c1ccc(Cn2cnnn2)cc1)N1CCCC(Nc2ccc(F)cc2)C1 (stereo not drawn)
    -5 | -8 | -1 | -5 | 12 | -5 | -0.3 | 17
CCOC(=O)C(Cc1c(F)cccc1F)(NC(C)=O)C(=O)OCC
    22 | 6 | 21 | -1 | 18 | 0 | 1.5 | 4
O=C(NCc1ccccc1CN1CCCC1)c1cccc(S(=O)(=O)Nc2ccc(F)cc2)c1
    5 | 11 | 25 | -4 | -8 | 4 | -0.1 | 2
COc1ccc(CCC(=O)Nc2ccc3c(c2)OCCO3)cc1
    7 | 0 | 4 | 3 | 10 | -3 | -1.0 | -19
CN(C(=O)c1ccc2nccnc2c1)C1CCCCC1
    4 | 0 | 17 | -4 | 11 | 0 | 4.2 | 16
CC(C)(C)C(=O)Nc1nnc(SCC(=O)NC2CCCC2)s1
    -21 | 1 | -15 | -1 | 5 | -2 | 0.6 | -12
COc1ccc(OC)c(NC(=O)CNC(=O)Cn2c(C)cc3ccccc3c2=O)c1
    -31 | -43 | -11 | -8 | 16 | 2 | -1.2 | -5
Cc1cc(Br)ccc1SCC(=O)OC/C(O)=C(\C#N)c1nc2ccccc2[nH]1
    -2 | 5 | 83* | -7 | -34 | 0 | 0.8 | 39
Fc1ccc(Oc2ccnc(Cl)n2)c(Cl)c1
    -4 | 1 | 2 | -2 | -23 | -2 | -0.4 | -18
COc1ccc(NC(=O)COc2ccc(/C=N/NC(=O)c3cccnc3)cc2OC)cc1
    13 | -4 | 10 | 2 | 5 | 1 | 2.2 | -14
O=C(O)CCc1ncc(C(F)(F)F)cc1Cl
    -23 | -12 | 13 | 4 | -15 | -3 | 0.3 | -8
O=C(NCc1ccccc1)c1cc2ccc(O)cc2oc1=O
    -30 | -32 | -5 | 6 | 7 | -1 | 2.3 | -18
CCOC(=O)C1(CCc2ccccc2)CCN(C(=O)CCc2cnn(C)c2)CC1
    -2 | -5 | -18 | 2 | 27 | 0 | -1.4 | -9
CN(c1ccccc1)S(=O)(=O)c1cccc(NC(=O)COc2ccccc2)c1
    -11 | -7 | 3 | -5 | 20 | -2 | 0.2 | -6
O=C(O)C(c1ccccc1)N1C(=O)c2cccc3cccc(c23)C1=O (stereo not drawn)
    9 | -15 | 16 | -4 | -8 | 0 | 0.4 | 4
Cc1ccc2nc(NC(=O)c3ccc4ncsc4c3)sc2c1
    -164 | 7 | -129 | -1 | 5 | 0 | 3.0 | -113
COC(=O)c1ccc(N=NNc2ccccc2)cc1
    -135 | -32 | -96 | 1 | 15 | 1 | 2.8 | -71
COc1cccc(/C=C2\SC(=O)NC2=O)c1OCc1ccc(C(=O)O)cc1
    21 | 9 | -7 | -4 | 12 | -3 | 3.0 | 6
Cc1ccc(CSc2nnnn2C)cc1
    -4 | -2 | -18 | -3 | 0 | 0 | -0.4 | 6

Some values from the list:
APJ antagonist result of `COc1ccc(CCC(=O)Nc2ccc3c(c2)OCCO3)cc1` reads 0
APJ agonist result of `Cc1ccc(C(=O)NCC(=O)OC(C)C(=O)Nc2ccc(N(C)C)cc2)s1` (stereo not drawn) reads -2
APJ agonist result of `COC(=O)c1ccc(N=NNc2ccccc2)cc1` reads 1
APJ agonist result of `O=C(NCc1ccccc1)c1cc2ccc(O)cc2oc1=O` reads 6
tim23-1 inh result of `Cc1ccc2nc(NC(=O)c3ccc4ncsc4c3)sc2c1` reads 5

The main list resumes with the five entries that preceded the break.
Every second line gives: 697 NFkB inh | APJ antagonist | Mdm2 MdmX PPI | APJ agonist | tim23-1 inh | UPR XBP1 act | UPR CHOP act | Jurkat NFkB inh
O=C(O)C(c1ccccc1)N1C(=O)c2cccc3cccc(c23)C1=O (stereo not drawn)
    9 | -15 | 16 | -4 | -8 | 0 | 0.4 | 4
Cc1ccc2nc(NC(=O)c3ccc4ncsc4c3)sc2c1
    -164 | 7 | -129 | -1 | 5 | 0 | 3.0 | -113
COC(=O)c1ccc(N=NNc2ccccc2)cc1
    -135 | -32 | -96 | 1 | 15 | 1 | 2.8 | -71
COc1cccc(/C=C2\SC(=O)NC2=O)c1OCc1ccc(C(=O)O)cc1
    21 | 9 | -7 | -4 | 12 | -3 | 3.0 | 6
Cc1ccc(CSc2nnnn2C)cc1
    -4 | -2 | -18 | -3 | 0 | 0 | -0.4 | 6
COc1c(F)cccc1C1=CC(=O)C[C@H](c2ccc3c(c2)OCO3)C1
    -47 | 0 | -6 | -2 | 50 | 2 | 2.0 | -10
COc1ccc(C2=NN(C(=O)c3ccccc3)C(c3ccccc3)C2)c(O)c1 (stereo not drawn)
    -9 | -1 | -14 | -7 | -10 | 4 | 0.7 | -21
O=C(CS(=O)c1ccc(C(F)(F)F)cc1[N+](=O)[O-])Oc1ccccc1 (stereo not drawn)
    -19 | 15 | 52* | 16 | 72* | 0 | 16 | -39
COc1ccc(NC(=O)c2nc[nH]c2C(=O)Nc2ccccc2C)cc1
    -23 | 0 | 58* | -3 | 3 | 0 | 0.1 | 53*
COC(=O)C1=CN(c2ccc(F)cc2)C=C(C(=O)OC)C1c1ccc([N+](=O)[O-])cc1
    5 | 13 | 7 | -1 | 21 | -2 | 0.7 | 1
CCN1CCN(c2cc(C)c3cc(NC(=S)NCCCN4CCc5ccccc5C4)ccc3n2)CC1
    -13 | -10 | 22 | -2 | -22 | -4 | 2.3 | -11
CC1CCCC(n2cnc3cc(C(=O)O)ccc32)C1C (stereo not drawn)
    3 | -13 | 0 | -3 | 4 | -2 | -2.3 | -7
COc1ccc(-n2c3c(cc(C(=O)N4CCN(CCO)CC4)c2=O)C(=O)CC(C)(C)C3)cc1
    10 | 18 | -4 | -5 | 5 | -1 | 1.0 | -6
Cc1cccc(Cc2cnc(NC(=O)C3=NCCN3)s2)c1
    4 | -21 | 20 | 0 | -6 | -1 | 0.0 | -4
CCCNC(=O)N[C@@H](CCSC)C(=O)OC
    22 | 10 | 14 | -1 | 10 | 3 | -1.2 | 1
CCOc1ccc(C(Nc2ccc(C)cc2)P2(=O)OCC(C)(C)CO2)cc1 (stereo not drawn)
    -34 | 6 | 4 | 3 | 25 | 0 | -1.1 | -37
O=C(CSc1nnc(NC(=O)c2cccc(Br)c2)s1)NCC1CCCO1 (stereo not drawn)
    2 | 2 | -26 | 7 | 0 | -3 | 1.8 | 7
CSc1ccccc1OCc1cc(C(=O)N2C[C@H]3CC[C@H]2C3)no1
    -72 | -4 | -21 | 1 | 19 | -2 | 4.4 | -50
COc1ccc(S(=O)(=O)N2CCOCC2)cc1C(=O)N1CCCCC1
    8 | -11 | 14 | 4 | -3 | -3 | 1.7 | 10
O=C(C1=C[C@@H](c2coc3ccccc3c2=O)C[C@@H](OCCCCO)O1)N1CCN(Cc2ccccc2)CC1
    -18 | 1 | -4 | 6 | 22 | -1 | 1.2 | 9
COc1cc(/C=C2\SC(=S)N(NS(=O)(=O)c3ccccc3)C2=O)cc(OC)c1OC
    28 | 10 | 2 | -5 | 28 | 3 | -2.1 | -2
COc1ccc(-c2[nH]ncc2CN(C)Cc2ccccn2)c(OC)c1
    0 | 12 | 31 | 0 | 6 | -2 | -1.8 | -1
CC(C)C(C)NC(=O)COc1ccc([N+](=O)[O-])cc1Cl (stereo not drawn)
    -22 | 14 | 10 | -3 | -1 | -3 | -0.1 | -5
CCCn1c(O)c(N=NC(=O)CNC(=O)c2cccnc2)c2ccccc21
    -23 | 5 | -8 | 4 | 5 | 1 | -1.2 | 12
Cc1cccc(NC(=O)CSCC(=O)Nc2ccc(S(=O)(=O)N3CCCC3)cc2)c1
    3 | -3 | -11 | 8 | 9 | 1 | -0.5 | -5
